RSV CPE inhibition = inhibition of RSV-induced cytopathic effect – HEp-2 cells, primary 10 µM value included (AID 2391); HEp-2 cells, RSV-induced CPE inhibition; higher % means a stronger effect; CPE inhibition, % at 10 µM; hits with a dose series show IC50 in µM; actives 0.13% (n = 310,000); in the data active means a potency from the dose series; further: strong numbers were not always called active
WT yeast gro inh = growth inhibition of WT yeast, mitochondrial fusion screen; mitochondrial fusion phenotypic screen, WT strain; inhibition, % at 10 µM; actives 2.1% (n = 190,000); AID 1362; in the data active means inhibition above about 58%; tested in S. cerevisiae
NTR1 agonist = agonists of NTR1, primary screen, imaging, U2OS cells, beta-arrestin-GFP, high content (AID 493036) | P30989 | NTR1-U2OS beta-arrestin-GFP spot imaging, agonist mode | activation, % at 20 µM | actives 0.17% (n = 330,000);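 active means activation at or above 40% of the spot to cytoplasm intensity ratio, with at least 20 cells analyzed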;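 further: 0% = DMSO without peptide and 100% = 100 nM NTR1 peptide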
Target sequence (P30989 whole entry, looked up): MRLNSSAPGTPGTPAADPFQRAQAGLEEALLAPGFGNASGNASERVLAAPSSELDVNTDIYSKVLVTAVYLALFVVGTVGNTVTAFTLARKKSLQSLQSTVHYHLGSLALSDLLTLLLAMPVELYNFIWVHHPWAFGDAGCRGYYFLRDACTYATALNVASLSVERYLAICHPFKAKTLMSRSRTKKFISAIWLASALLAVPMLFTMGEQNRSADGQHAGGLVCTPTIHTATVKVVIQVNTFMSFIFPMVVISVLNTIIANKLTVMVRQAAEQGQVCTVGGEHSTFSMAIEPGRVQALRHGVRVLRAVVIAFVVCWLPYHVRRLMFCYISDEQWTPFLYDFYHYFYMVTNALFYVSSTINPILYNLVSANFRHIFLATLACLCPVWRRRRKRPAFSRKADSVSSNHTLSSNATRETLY
Autophagy mod = autophagy modulation, high-content screen | MEF GFP-LC3 puncta imaging; test concentration mostly 10 µM | actives 0.98% (n = 190,000) | calls only at 10 µM (by protocol) | AID 463193;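 active means percentage of spot-positive cells more than 3 SD above its plate mean, without a fluorescence outlier flag or 80% toxicity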;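 further: spot-positive cell cutoff set from DMSO-treated cells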
NS5 inhibitors = Dengue-2 NS5 methyltransferase inhibitors, primary screen, biochemical, confirmation dose response (AID 588689); actives 0.3% (n = 340,000); Dengue-2 NS5 methyltransferase capping enzyme assay, biochemical; higher % means a stronger effect; inhibition, % at 25 µM, or IC50 in µM where a hit was titrated; in the data active means a potency from the dose series
GPR35 arrestin U2OS = inhibition of zaprinast-stimulated GPR35 beta-arrestin translocation – imaging, U2OS, beta-arrestin-GFP, zaprinast agonist, primary screen (AID 2058) | U2OS GPR35 beta-arrestin-GFP translocation imaging, zaprinast antagonism; higher % means a stronger effect | actives 0.052% (n = 290,000) | inhibition, % at 10 µM; hits with a dose series show IC50 in µM;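 active means inhibition of at least 50% with at least 30 cells and total cytoplasm GFP at most 10,000,000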
AID2073 = disruptors of CaV2.2 binding to Mint1 – biochemical, HTRF (AID 2073); HTRF protein-protein interaction, Mint1-CaV2.2; higher % means a stronger effect; one-dose inhibition, % at 20 µM; IC50 in µM for titrated hits; actives 0.19% (n = 290,000); in the data active means inhibition mostly above about 51%, no sharp cut-off; further: some results filed as inactive read as strong as hits
LYP inhibition = PTPN22 lymphoid phosphatase activity blockers – biochemical, fluorescence intensity, uHTS (AID 1779); inhibition, % at 11.5 µM, or IC50 in µM where a hit was titrated; actives 0.054% (n = 290,000); recombinant LYP phosphatase, fluorescence intensity; higher % means a stronger effect; in the data active means inhibition above about 50%;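 further: plate controls were vehicle with enzyme for no effect and no enzyme for full effect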
UTI89 phage lysis = protection from phage-mediated lysis, alamar blue read-out – E. coli UTI89, K1F phage, bacterial capsule biogenesis inhibitors (AID 488966); actives 0.02% (n = 340,000); E. coli UTI89 K1F phage lysis, alamar blue, 2 h; higher % means a stronger effect; inhibition, % at 100 µM; hits with a dose series show IC50 in µM;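 active means phage lysis inhibition, versus mean bacterial control, above a set limit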;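 further: capsule biogenesis inhibitors block K1F phage lysis so surviving cells raise fluorescence; higher fluorescence means more inhibition of phage lysis; actives were called in the ten point dose series up to 300 µM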
WT yeast gro inh mutant strain = further read-out of WT yeast gro inh, marked with its call; inhibition, %; mitochondrial fusion phenotypic screen, mutant strain inhibition
Autophagy mod cell loss 18 h = recorded beside Autophagy mod, whose call it bears; toxicity, %; measured here: cell loss, nuclei count;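 cell loss after 18 h compound exposure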
NTR1 agonist cell count 20 µM = recorded beside NTR1 agonist, whose call it bears; cell count; measured here: cell count, cytotoxicity flag
NS5 inhibitors pilot replicate = recorded beside NS5 inhibitors, whose call it bears; inhibition, %; measured here: pilot screen replicate inhibition
* marks the source's active call; other numbers are inactive results; i = inactive; · = not tested or not shown; + = active, no number; [ ] = remark or other dose. This is a random part of the collection. Share with any hit: about 2.6%.

SMILES	RSV CPE inhibition	WT yeast gro inh	WT yeast gro inh mutant strain	NTR1 agonist	NTR1 agonist cell count 20 µM	Autophagy mod	Autophagy mod cell loss 18 h	NS5 inhibitors	GPR35 arrestin U2OS	AID2073	LYP inhibition	UTI89 phage lysis	others
O=C1C(Cc2ccccc2)Nc2ncnc(N3CCc4ccccc4C3)c2N1Cc1ccc(Cl)cc1 (centres undefined)	-2.9%	·	·	9.3	57	·	·	-10.6%	·	·	·	3.4%
CCS(=O)(=O)C(=C(Nc1ccc(OC)cc1)Nc1ccc(OC)cc1)S(=O)(=O)CC	-0.6%	-8.0	4.3	0.3	84	i	0.1	-7.7%	13.7%	-2.5%	-3.9%	0.9%
Fc1ccccc1NC(=S)NCc1ccc2c(c1)OCO2	0.0%	-8.2	-6.6	-1.7	62	i	7.5	0.0%	5.3%	-6.5%	-8.1%	-0.5%
Cc1ccc(O)c(-c2cc(C(=O)Nc3ccc(S(=O)(=O)N4CC(C)OC(C)C4)cc3)[nH]n2)c1 (centres undefined)	1.6%	4.3	2.1	6.8	94	i	6.3	-4.0%	5.8%	16.5%	-0.7%	2.2%
CCCCn1c(CNC(=O)C(C)(C)C)nc2ccccc21	1.5%	9.3	12.7	-1.0	55	i	-3.7	-1.4%	-4.8%	-9.3%	1.0%	7.2%
CCOC(=O)C1CCCN(Cc2ccc(OCC)cc2)C1 (centres undefined)	0.7%	0.7	5.6	1.0	69	i	-36.9	-5.5%	0.7%	-1.6%	-3.8%	-0.4%[50 µM]
COCCn1c(N)c(C(=O)NCc2cccs2)c2nc3ccccc3nc21	2.1%	-12.4	-2.1	26.0	80	i	-3.8	-9.5%	1.7%	15.4%	-4.1%	0.8%	NS5 inhibitors pilot replicate=-2.1
CCCOc1cc2c(C#N)c(N3CCCC3)nc(N)c2c(N)n1	4.5%	·	·	3.7	89	·	·	10.4%	·	·	·	2.4%
NC(=O)Cn1cnc(-c2ccccc2)c1	1.8%	-3.0	2.6	-0.5	60	i	-6.1	4.8%	5.3%	-0.6%	-7.0%	3.7%
COc1cc(C2(c3ccc(O)c(OC)c3)C(=O)Nc3c(Br)cc(Br)cc32)ccc1O	0.5%	·	·	6.4	51	·	·	-0.8%	·	·	·	-0.2%

Overlap with the part before: 6 entries, followed by the next part.
SMILES	RSV CPE inhibition	WT yeast gro inh	WT yeast gro inh mutant strain	NTR1 agonist	NTR1 agonist cell count 20 µM	Autophagy mod	Autophagy mod cell loss 18 h	NS5 inhibitors	GPR35 arrestin U2OS	AID2073	LYP inhibition	UTI89 phage lysis	others
CCCCn1c(CNC(=O)C(C)(C)C)nc2ccccc21	1.5%	9.3	12.7	-1.0	55	i	-3.7	-1.4%	-4.8%	-9.3%	1.0%	7.2%
CCOC(=O)C1CCCN(Cc2ccc(OCC)cc2)C1 (centres undefined)	0.7%	0.7	5.6	1.0	69	i	-36.9	-5.5%	0.7%	-1.6%	-3.8%	-0.4%[50 µM]
COCCn1c(N)c(C(=O)NCc2cccs2)c2nc3ccccc3nc21	2.1%	-12.4	-2.1	26.0	80	i	-3.8	-9.5%	1.7%	15.4%	-4.1%	0.8%	NS5 inhibitors pilot replicate=-2.1
CCCOc1cc2c(C#N)c(N3CCCC3)nc(N)c2c(N)n1	4.5%	·	·	3.7	89	·	·	10.4%	·	·	·	2.4%
NC(=O)Cn1cnc(-c2ccccc2)c1	1.8%	-3.0	2.6	-0.5	60	i	-6.1	4.8%	5.3%	-0.6%	-7.0%	3.7%
COc1cc(C2(c3ccc(O)c(OC)c3)C(=O)Nc3c(Br)cc(Br)cc32)ccc1O	0.5%	·	·	6.4	51	·	·	-0.8%	·	·	·	-0.2%
COc1ccc(-n2cc(-c3ccccc3)c3c(N4CCN(CCO)CC4)ncnc32)cc1	-1.4%	-7.5	-1.7	3.7	56	i	-7.2	-4.0%	2.3%	-4.1%	-1.2%	9.2%
OC[C@H]1O[C@@H](n2cnc3c(NC4CCCC4)ncnc32)[C@H](O)[C@@H]1O	-0.5%	9.9	-9.7	3.3	55	i	-16.4	7.3%	8.9%	7.1%	-3.7%	0.8%
COc1ccc(CCNC(=O)c2ccc([N+](=O)[O-])cc2)cc1	0.4%	·	·	-1.3	61	·	·	0.0%	12.1%	5.7%	-7.2%	-1.4%
Cc1ccc(S(=O)(=O)N(CCO)c2cc3c(s2)CCCC3)cc1	11.3%	18.6	3.5	4.7	38	i	-2.2	-3.4%	0.3%	-9.9%	4.3%	-0.4%
FC(F)(F)c1ccccc1CN1CCN(C2CCCCCC2)CC1	-1.1%	19.3	18.3	0.0	80	i	-9.7	1.8%	6.7%	-7.1%	-4.4%	0.3%
CCOC(=O)c1ccc(N/C=C/C(=O)C(C)(C)C)cc1	2.3%	-2.6	14.9	2.8	72	i	-16.6	11.6%	6.5%	3.3%	1.0%	-0.2%
COc1ccc(NC(=S)N(CCCN2CCCC2)Cc2cccn2Cc2ccc(Cl)cc2)cc1Cl	-4.3%	87.3*	28.6*	17.8	63	+	56.3*	-4.0%	1.6%	2.1%	-8.9%	0.2%
O=C(COC(=O)COc1ccccc1F)NCCc1ccc(F)cc1	1.2%	·	·	-1.5	48	·	·	2.2%	·	·	·	0.1%[50 µM]
Cc1cc(C)n(-c2ccc(C(=O)NCC(c3ccco3)N3CCCC3)cc2)n1 (centres undefined)	-0.7%	·	·	1.3	60	·	·	-3.6%	·	·	·	-0.2%
Cc1ccc(-n2c(SCCN)nnc2-c2cccc(C)c2)cc1	-0.7%	·	·	3.4	49	·	·	-6.1%	-6.3%	-8.7%	-7.5%	0.4%
O=C(CN1C(=O)C2CC=CCC2C1=O)NCC1COc2ccccc2O1 (centres undefined)	-0.6%	1.1	-33.9	-0.3	41	i	-9.2	-1.4%	2.4%	7.6%	-4.3%	-0.1%
COc1ccc(NC(=O)C2CCN(S(=O)(=O)c3ccc(C)cc3)CC2)cc1OC	1.5%	-2.6	-4.9	-3.2	101	i	2.7	-4.8%	13.8%	8.6%	-12.7%	-0.1%	NS5 inhibitors pilot replicate=-3.5
CC12/C(=N/O)C3C4CC5C3/C(=N/O)C1C5C42 (centres undefined)	0.3%	4.7	-4.4	-0.2	56	i	-1.2	-2.1%	3.7%	3.6%	-5.4%	0.9%
O=C(COc1cccc2ccccc12)NNC(=O)c1cnccn1	4.1%	3.7	-2.3	1.4	47	i	-0.7	-3.2%	4.5%	11.0%	0.7%	0.0%
COc1cc(NS(=O)(=O)c2ccc(N/C=C(\C=O)c3nc4ccccc4o3)cc2)nc(OC)n1	2.8%	7.8	2.3	-0.5	71	i	11.4	-0.6%	-5.3%	9.1%	-4.4%	1.0%[50 µM]
CC(Sc1nc2ccccc2n1C)C(=O)NC(c1ccccc1)c1ccccc1 (centres undefined)	2.6%	58.5*	24.7*	0.5	61	i	-5.6	-7.3%	-10.2%	-4.7%	3.1%	0.6%
Cc1ccc(-c2noc(-c3cc(C(C)(C)C)nn3Cc3ccccc3)n2)cc1	7.1%	·	·	-0.2	48	·	·	·	6.8%	23.0%	15.7%	·
CN(CC(=O)Nc1ccccc1Cl)C(=O)Cn1cc(C(F)(F)F)ccc1=O	1.3%	·	·	2.9	50	·	·	1.5%	·	·	·	1.6%[50 µM]
CC(C)(C)C(=O)Nc1nc2c(s1)CN(Cc1ccccc1)CC2	0.8%	19.8	2.8	0.4	45	i	-7.8	-12.9%	-4.6%	-0.6%	4.0%	-1.0%
CSCCC(NC(=O)c1c(C)oc2c1CCCC2)C(=O)O (centres undefined)	-1.7%	4.4	-6.0	-1.6	62	i	7.1	-6.5%	-2.3%	3.9%	1.1%	0.1%
Cc1cc(NC(=O)c2nn3cccnc3c2Cl)no1	-0.7%	18.1	23.0	-1.3	48	i	-6.4	-4.8%	-0.2%	11.2%	-5.4%	2.3%
COCCOC(=O)C1=C(C)NC(=O)NC1c1ccc(Cl)cc1 (centres undefined)	0.9%	-6.2	2.9	-0.4	51	i	-1.5	4.2%	-14.1%	-4.5%	-2.1%	0.2%[50 µM]
CC(OC(=O)c1nn(C)c(=O)c2ccccc12)C(=O)NC1CCCCC1C (centres undefined)	-0.3%	·	·	-0.7	64	·	·	-6.5%	·	·	·	1.0%[50 µM]
CC(C)C(=O)NCc1cc(-c2ccc(Cl)cc2)no1	-1.7%	1.6	-1.6	2.8	24	i	-25.5	-4.8%	-11.6%	3.3%	-5.5%	-0.1%
COC(CNC(=O)c1ccc(CS(=O)(=O)c2c(Cl)cccc2Cl)o1)OC	-0.5%	·	·	-1.8	85	·	·	6.5%	-8.6%	1.8%	-6.4%	0.7%
COc1ccc(CNC(=O)N[C@H](C(=O)O)C(C)C)cc1OC	0.0%	·	·	0.6	74	·	·	-7.1%	-12.0%	5.7%	-6.8%	0.0%
CC(C)(C)OC(=O)N[C@@H](Cc1ccccc1)C(=O)NCC1CCC(C(=O)N[C@@H](CCC(N)=O)C(=O)O)CC1 (some centres undefined)	0.6%	·	·	-1.4	75	·	·	-4.6%	8.9%	8.6%	-3.8%	0.2%[50 µM]
CCOc1ccc(OCC)c(NC(=O)CSc2nnc(Cn3cnc4ccccc43)n2C)c1	0.2%	-12.9	-15.1	-0.3	63	i	-11.5	-7.5%	-5.8%	6.0%	-4.8%	4.0%
CCOc1ccc(C2C=C(c3ccc(C)cc3)Nc3ncnn32)cc1 (centres undefined)	3.0%	-12.6	0.8	2.6	86	i	13.8	·	-1.8%	31.4%	-10.8%	·
CCCN(S(=O)(=O)c1ccccc1F)S(=O)(=O)c1ccccc1Br	-0.4%	·	·	1.5	45	·	·	14.2%	13.1%	5.6%	-4.5%	-0.6%
CCOCc1c(C(=O)OCC(=O)/C(C#N)=C(\C)N)oc2ccccc12	2.4%	-7.1	3.4	0.7	61	i	13.4	-2.2%	-4.4%	6.2%	-4.1%	0.1%
COCCn1c(SCC(=O)c2c(N)n(C3CC3)c(=O)[nH]c2=O)nc2ccccc21	2.2%	·	·	0.0	36	·	·	2.2%	·	·	·	0.4%
CC12CCC(C(=O)Nc3ccc4c(c3)OCCO4)(OC1=O)C2(C)C (centres undefined)	1.4%	1.5	-1.7	-0.3	67	i	-3.1	6.2%	6.2%	6.5%	-7.2%	-0.1%	NS5 inhibitors pilot replicate=1.8
O=c1c2ccccc2[nH]c(=S)n1CCN1CCCC1	0.9%	2.9	4.3	-1.2	70	i	-1.8	-10.9%	-2.1%	-0.2%	-8.7%	0.0%
COc1ccc(C2(C(=O)N3CCCC3)CCOCC2)cc1OC	-1.0%	-6.1	-28.1	-0.7	59	i	30.7	-2.8%	0.7%	-3.5%	-3.4%	0.0%
